Assay outcomes: PubChem BioAssay, National Center for Advancing Translational Sciences (NCATS)
FUS yeast rescue = qHTS for Suppressors of FUS Proteinopathy: Primary screen using FUS-linked yeast assay; 0.24% of 390,000 active; Potency, µM (top dose mostly 76.6 µM), inactives show at the top dose growth rescue (activation), actives largely listed as activators; AID 1347120, 2019; S. cerevisiae FUS-expressing, growth rescue, OD600, 24 h;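 note: plate controls were DMSO vehicle for no effect and reference control for full effect; nearly all actives have a fitted effect of over 55% in size; some results filed as inactive show a strong effect at the top dose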
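Yeast expressing FUS under galactose induction, OD 0.005 in 2% galactose medium; compounds in a dilution series, 24 h at 30C. Growth rescue by absorbance at 600 nm; CP55940 positive control, DMSO negative.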
EPAC2 antag = qHTS for Antagonist of cAMP-regulated guanine nucleotide exchange factor 2 (EPAC2): primary screen. Rap guanine nucleotide exchange factor 4 (Homo sapiens), Q8WZA2. EPAC2 GEF exchange of Rap1B-BODIPY-GDP, fluorescence. Potency, µM (highest dose often 114 µM), for the others: at the top dose activity, negative = inhibition, actives largely listed as inhibitors. 0.18% of 360,000 active. AID 720708, 2013; note: % is set by controls: 0 for no effect and ±100 for the full control effect; nearly all actives have a fitted effect of over 45% in size; many of its hits are not listed in these tables
Target sequence (Q8WZA2 whole entry, looked up): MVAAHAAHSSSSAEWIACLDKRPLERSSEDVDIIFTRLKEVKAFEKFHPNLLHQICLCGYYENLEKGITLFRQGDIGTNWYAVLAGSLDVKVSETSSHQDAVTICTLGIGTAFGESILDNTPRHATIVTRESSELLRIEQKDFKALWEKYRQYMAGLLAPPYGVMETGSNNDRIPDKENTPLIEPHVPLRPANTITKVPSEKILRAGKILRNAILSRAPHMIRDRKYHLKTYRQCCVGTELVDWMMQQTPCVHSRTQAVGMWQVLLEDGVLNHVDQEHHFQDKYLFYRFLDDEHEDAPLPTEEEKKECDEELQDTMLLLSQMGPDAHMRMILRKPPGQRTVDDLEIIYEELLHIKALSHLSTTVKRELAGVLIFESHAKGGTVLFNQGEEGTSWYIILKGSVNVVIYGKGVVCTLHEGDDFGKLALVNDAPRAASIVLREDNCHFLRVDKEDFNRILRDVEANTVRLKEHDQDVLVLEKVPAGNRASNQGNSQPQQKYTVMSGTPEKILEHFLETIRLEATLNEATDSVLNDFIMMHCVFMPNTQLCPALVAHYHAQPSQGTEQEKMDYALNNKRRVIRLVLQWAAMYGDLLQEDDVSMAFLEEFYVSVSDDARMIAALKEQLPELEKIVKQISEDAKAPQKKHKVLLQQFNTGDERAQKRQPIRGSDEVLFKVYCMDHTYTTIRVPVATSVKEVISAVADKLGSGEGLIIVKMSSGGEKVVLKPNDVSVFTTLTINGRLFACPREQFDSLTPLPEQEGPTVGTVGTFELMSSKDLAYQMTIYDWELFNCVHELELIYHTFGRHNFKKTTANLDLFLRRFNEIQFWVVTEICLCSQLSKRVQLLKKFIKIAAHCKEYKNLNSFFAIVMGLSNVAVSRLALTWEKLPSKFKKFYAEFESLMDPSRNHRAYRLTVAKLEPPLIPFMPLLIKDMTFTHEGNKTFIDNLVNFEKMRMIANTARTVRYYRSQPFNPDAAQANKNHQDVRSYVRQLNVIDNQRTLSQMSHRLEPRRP
PTHR1 agonist = qHTS for PTHR1 Agonists: Primary Screen | Parathyroid hormone/parathyroid hormone-related peptide receptor (Homo sapiens), Q03431 | HEK293 GP2 PTHR1 cells, GloSensor cAMP luminescence, 1 h | Potency, µM (doses to about 115 µM), for inactives: top-dose activation, actives largely listed as activators | 0.075% of 410,000 active | AID 743266, 2014; note: nearly all actives have a fitted effect of over 55% in size; some results filed as inactive show a strong effect at the top dose; inactives centre near -15; many of its hits are not listed in these tables
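HEK-293-derived GP2 cells expressing PTHR1 and a GloSensor cAMP reporter, 3,000/well, plated overnight, given luciferin plus IBMX (each 0.5 mM as added) for 1 h at 37 °C, then compound for 1 h at 37 °C. Luminescence was read after 15 min at room temperature.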
EPAC1 antag = qHTS for Antagonist of cAMP-regulated guanine nucleotide exchange factor 3 (EPAC1): primary screen | Rap guanine nucleotide exchange factor 3 (Homo sapiens), O95398 | EPAC1 GEF assay, Rap1b-BODIPY-GDP exchange fluorescence | Potency, µM (top dose mostly 115 µM), inactives show at the top dose activity change, negative = inhibition, usual class: inhibitors | 0.14% of 360,000 active;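 note: plate controls were vehicle for no effect and positive control for full effect; nearly all actives have a fitted effect of over 50% in size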
TDP43 rescue = qHTS of TDP-43 Inhibitors; Potency, µM (doses to about 46.1 µM), without a hit: top-dose growth rescue (activation), most hits filed as activators; 1.8% of 410,000 active; TDP-43 expressing yeast growth rescue, BacTiter-Glo, 24 h; note: % of control where 0% means no effect; nearly all actives have a fitted effect of over 50% in size
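Luminescence from BacTiter-Glo reports growth of TDP-43-expressing yeast after 24 hr at 30 deg C with compound. Cells were raffinose-pregrown to mid-log, then seeded in galactose medium at OD600=0.02.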
aSyn rescue = qHTS of alpha-syn Inhibitors; AID 652106, 2013; 0.14% of 370,000 active; Potency, µM (highest dose often 46.1 µM), for inactives: at the highest dose growth rescue (activation), most hits filed as activators; Yeast expressing alpha-synuclein, growth rescue, BacTiter-Glo, 24 h; note: % of control where 0% means no effect; nearly all actives have a fitted effect of over 65% in size
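Screening used galactose-induced yeast with toxic alpha-synuclein levels, exposed to compound for 24 hr at 30 deg C. Cell growth, read with BacTiter-Glo luminescence, gave the measured signal.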
EPAC1 ag = qHTS for Agonist of cAMP-regulated guanine nucleotide exchange factor 3 (EPAC1): primary screen | Potency, µM (top dose mostly 154 µM), without a hit: top-dose activation, hits mostly activators | Rap guanine nucleotide exchange factor 3 (Homo sapiens), O95398 | 0.073% of 360,000 active | EPAC1 agonist qHTS, biochemical assay; response scale: 100% = response to 6.5 mM cAMP | AID 720707, 2013; note: nearly all actives have a fitted effect of over 60% in size
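Nucleotide exchange assay: 100 nM EPAC1 with 250 nM Rap1B loaded with BODIPY-GDP and 50 uM GDP, room temperature. Fluorescence (480/540 nm) read every 5 min for 30 min; signal change normalized to 6.5 mM cAMP as full agonist.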
EPAC2 ag = qHTS for Agonist of cAMP-regulated guanine nucleotide exchange factor 4 (EPAC2): primary screen; EPAC2 activation, biochemical qHTS; response scale: 100% = 6.5 mM cAMP response; Potency, µM (doses to about 154 µM), without a hit: at the top dose activation, actives largely listed as activators; 0.079% of 360,000 active; note: nearly all actives have a fitted effect of over 50% in size
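Compounds were titrated in qHTS against a Rap1B-BODIPY-GDP (250 nM) complex with EPAC2 (100 nM) and GDP (50 uM). BODIPY-GDP release tracked at 480/540 nm over 30 min at room temperature, normalized to 6.5 mM cAMP.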
Numbers without * were called inactive; i = inactive; u = inconclusive; x = not tested or not shown; & = joins results of further samples; [ ] = dose if it differs, or a comment. Calls come from the whole dose curve; as a rule, active = well fitted curve in the direction sought with a large enough effect; inconclusive = small, poorly fitted or top-dose-only effect, or another doubt; inactive = no such curve, though single readings can be large; an effect the other way counts as inactive or inconclusive. Potency is the fitted concentration of half-maximal effect.

Start of the listing, in advance, 2 compounds:
Molecule	FUS yeast rescue	EPAC2 antag	PTHR1 agonist	EPAC1 antag	TDP43 rescue	aSyn rescue	EPAC1 ag	EPAC2 ag
NNC(=O)CNC(=O)c1cccc(Br)c1	7%	-7%	i	-12%	-1%	3%	0%	6%
COc1cccc(S(=O)(=O)NCC(=O)N2CCCCCC2)c1	-16%	-3%	-23%	-11%	10%	-1%	3%	-1%

Main list, from the start:
Molecule	FUS yeast rescue	EPAC2 antag	PTHR1 agonist	EPAC1 antag	TDP43 rescue	aSyn rescue	EPAC1 ag	EPAC2 ag
NNC(=O)CNC(=O)c1cccc(Br)c1	7%	-7%	i	-12%	-1%	3%	0%	6%
COc1cccc(S(=O)(=O)NCC(=O)N2CCCCCC2)c1	-16%	-3%	-23%	-11%	10%	-1%	3%	-1%
CCOC(=O)c1cnc(SCC(=O)N2CCC(C(N)=O)CC2)nc1N	-20%	2%	i	14%	8%	12%	-4%	-3%
CCCC(C(=O)NC(C)(C)C)N(CCN1CCOCC1)C(=O)CNS(=O)(=O)c1ccccc1 (centres undefined)	13%	-2%	i	8%	-5%	0%	4%	1%
O=C(NCCOc1ccccc1)C(c1ccccc1)c1ccccc1	-19%	-13%	i	-5%	6%	4%	8%	6%
O=C(Nc1ccc(F)cc1)N1CCN(c2ncccn2)CC1	-25%	1%	-12%	-15%	3%	0%	3%	10%
CCC1(c2ccccc2)NC(=O)N(CC(=O)Nc2ccc(N3CCOCC3)cc2)C1=O (centres undefined)	0%	3%	18%	0%	-13%	-10%	0%	9%
Cc1[nH]c(C)c(S(=O)(=O)NCc2ccccc2Cl)c1C(=O)N1CCCC1	-7%	-5%	-51%[inhibitor]	-21%	-8%	-7%	8%	5%
CCn1nnc(NC(=O)C(c2ccccc2)c2ccccc2)n1	8%	-4%	-27%	-4%	-12%	-5%	6%	-1%
Cc1ccc(C)c(-c2ccc(=O)n(Cc3cccc(Br)c3)n2)c1	44%	u	-59%	u	24%	14%	0%	21%
Cc1sc2ncn(CC(=O)NCC3COc4ccccc4O3)c(=O)c2c1S(=O)(=O)N1CCCCC1 (centres undefined)	19%	-18%	u	u	-24%	16%	6%	9%
O=C(Nc1ccc2c(c1)CCC2)C1CCN(c2c3c(nc4ncnn24)CCC3)CC1	u	-12%	-45%[inhibitor][57.5 µM]	-4%	-10%	2%	5%	-21%
O=C(NCc1cccnc1)c1cc(C2CCCCN2C(=O)CCCc2ccccc2)on1 (centres undefined)	1%	-19%	-29%	-15%	-6%	-4%	-1%	10%
CC(C)(C)c1cc(N)on1	x	-2%	i	-8%	13%	-3%	0%	3%
O=S(=O)(c1ccccc1)N1CCc2ccccc21	-27%	7%	-14%	-14%	19%	9%	5%	10%
COc1ccc(/C=C(/NC(=O)c2cccs2)C(=O)Nc2ccc(C)cc2)cc1OC	-7%	11%	i	-8%	11%	4%	-26%	-15%
CCCCn1c(N)c(N(Cc2ccccc2OC)C(=O)CCC(C)C)c(=O)[nH]c1=O	6%	-1%	-10%	-1%	-12%	-6%	13%	29%
O=C(N/N=C/c1ccccc1O)NC12CC3CC(CC(C3)C1)C2	10%	-16%	-22%	u	4%	11%	-3%	4%
CC1(C(=O)N/N=C/c2cc3c(cc2Br)OCO3)CC1(Br)Br (centres undefined)	x	-15%	i	-4%	-1%	-10%	23%	14%
CCN(CCCNC(=O)CC(C(=O)N1CCc2ccccc21)n1ccnc1)c1cccc(C)c1 (centres undefined)	10%	-3%	u	-12%	-18%	4%	1%	-2%
O=[N+]([O-])c1ccc(Cl)c(CN2CCN(c3ncccn3)CC2)c1	12%	-8%	-16%	-26%	7%	-3%	2%	15%
Cc1occc1C(=O)NNS(=O)(=O)c1ccc([N+](=O)[O-])cc1	-15%	-3%	-23%	0%	1%	-2%	3%	2%
O=c1c2nnn(Cc3ccccc3)c2ncn1-c1ccccc1	u	-2%	i	-10%	-2%	-5%	5%	8%
O=S(=O)(c1ccc2ccccc2c1)N1CCN(S(=O)(=O)N2CCOCC2)CC1	-10%	3%	i	-8%	13%	u	2%	14%
O=C(O)Cc1c[nH]c2ccc(O)cc12	-37%	-4%	i	9%	6%	10%&-8%	-21%	-2%
O=C(O)c1ccccc1Cc1ccc(F)c2ccccc12	-26%	-15%	i	-4%	u	1%	14%	3%
COC(=O)/C(=C\Nc1ccccc1)NC(=O)c1ccc(Cl)cc1Cl	-36%[inhibitor]	-11%	-44%[inhibitor][57.5 µM]	-1%	-5%	10%	-6%	-8%
COc1ccc(Br)cc1C(=O)O	15%	-3%	-11%	0%	-7%	-1%	1%	-5%
COc1ccc(NC(=O)COc2ccc(/C=N/n3c(C)nnc3C)cc2OC)cc1	4%	0%	i	-9%	-12%	-3%	-14%	0%[15.6 µM]
CCOC(=O)c1cnc(SC)nc1N1CCCC1	7%	-9%	i	-5%	13%	2%	4%	6%

Two neighbouring records out of the list so far:
Molecule	FUS yeast rescue	EPAC2 antag	PTHR1 agonist	EPAC1 antag	TDP43 rescue	aSyn rescue	EPAC1 ag	EPAC2 ag
O=[N+]([O-])c1ccc(Cl)c(CN2CCN(c3ncccn3)CC2)c1	12%	-8%	-16%	-26%	7%	-3%	2%	15%
Cc1occc1C(=O)NNS(=O)(=O)c1ccc([N+](=O)[O-])cc1	-15%	-3%	-23%	0%	1%	-2%	3%	2%

The list goes on:
Molecule	FUS yeast rescue	EPAC2 antag	PTHR1 agonist	EPAC1 antag	TDP43 rescue	aSyn rescue	EPAC1 ag	EPAC2 ag
CCCn1c(=O)c2c(c3ccccc31)OC(C)C(=O)N2 (centres undefined)	-37%	0%	-51%[inhibitor][57.5 µM]	-8%	-3%	4%	9%	15%
CCc1noc(C)c1C(=O)NNC(=O)COc1ccc(C)cc1	10%	17%	i	7%	-27%	-4%	3%	1%
Cc1cc(C)c(S(=O)(=O)N(C)c2ccccc2)c(C)c1	-22%	u	-15%	9%	-38%[inhibitor]	9%	0%	10%
O=C(COC(=O)/C=C/c1ccccc1)NCCc1ccc(F)cc1	15%	-3%	i	-4%	-16%	-4%	-4%	-19%
Nc1ccc(-c2sc(N)nc2-c2ccccc2)cc1	0%	-4%	i	-26%	-4%	-1%	-11%	-1%
COc1cc(CC(=O)NC(c2ccccc2)c2ccccc2)cc(OC)c1OC	-12%	5%	-31%[inhibitor]	2%	-6%	-2%	-15%	5%
CC1CC(C)CN(CCCNC(=O)C2CCCN(c3ncnc4c3nc3n4CCCCC3)C2)C1 (centres undefined)	-5%	0%	i	2%	6%	-1%	-4%	1%
O=C(Nc1cccc(C(F)(F)F)c1)C1=CC=CN2CCS(=O)(=O)N=C12	-24%	-25%	i	6%	2%	-4%	3%	-2%
Fc1ccccc1-c1n[nH]c(=S)n1CC1CCCO1 (centres undefined)	-9%	4%	i	-11%	8%	-5%	6%	-2%
Cc1ccc(C(=O)NNC(=O)c2ccccc2O)cc1S(=O)(=O)N1CCCCC1	19%	6%	-34%[inhibitor]	-16%	21%	1%	u	6%
Cc1cccc(N(Cc2ccccc2)C(=O)c2cc(S(=O)(=O)N3CCOCC3)ccc2Cl)c1	u	-12%	i	3%	2%	11%	-3%	0%
COc1ccc(NC(=O)Cn2c([N+](=O)[O-])cnc2C)cc1Cl	24%	14%	-26%	-11%	2%	1%	-1%	8%
Nc1nc2n(n1)C(c1ccco1)CC(c1ccc(Cl)cc1)N2 (centres undefined)	40%	-5%	i	2%	9%	0%	-8%	-5%
CCN(CC)S(=O)(=O)c1ccc(O)c(C(=O)OCC(=O)N2CCCc3ccccc32)c1	u	0%	-11%	11%	0%	-9%	5%	11%
CCN(CC)c1ccc(NC(=O)c2ccc(S(=O)(=O)N3CCOCC3)cc2)cc1	-3%	-5%	-7%	-6%	21%	0%	5%	13%
COc1ccc(NC(=O)C2CCCCN2N)cc1OC (centres undefined)	3%	-1%	-15%[57.5 µM]	-4%	-10%	-5%	16%	-7%
Cc1cccc(N2CCN(CC3CCCCC3)CC2)c1C	-14%	-11%	u	-9%	-2%	-5%	4%	17%
NC(=O)COc1ccccc1C1=NO[C@@](CC(=O)O)(C(=O)Nc2ccc3c(c2)OCCO3)C1	-8%	0%	i	0%	-8%	-2%	-1%	8%
COc1cc(/C=N\NC(=O)c2ccc(Cn3nc([N+](=O)[O-])c(Cl)c3C)o2)ccc1O	14%	-4%	i	3%	15%	0%	21%	21%
O=C(CCN1C(=O)c2ccccc2S1(=O)=O)Nc1cc(Cl)ccc1Cl	-12%	-3%	i	-10%	28%	4%	3%	-3%
CCN1C(=O)/C(=C\N(C)C)NC1=S	10%	-1%	i	-12%	-11%[9.22 µM]	2%	3%	0%
COC(=O)C1C(=O)c2c([nH]c(C(=O)OC3CCCCCC3)c2C)CC1C (centres undefined)	-16%	3%	-11%	-24%	16%	0%	-15%	-12%
CC(CNC(=O)c1ccc(C#N)cc1)NC(=O)c1ccc(C#N)cc1 (centres undefined)	22%	2%	i	-20%	-3%	-5%	7%	12%
O=C(O)c1cc(Cl)ccc1OS(=O)(=O)c1ccc(Cl)s1	5%	7%	i	-7%	3%	-1%	6%	2%
CCOC(=O)CNC(=S)N(Cc1ccc(C)cc1)Cc1ccc(C)o1	x	-26%	i	-24%	19%	16%	-7%	-1%
COc1cc(C(=O)NCc2ccc(S(N)(=O)=O)cc2)ccc1OCC(=O)Nc1cccc(C(F)(F)F)c1	12%	-5%	i	-17%	-10%	3%	-8%	2%

Some of the compounds tested (hit frequency here may not be typical).
